E-selectin induc = E-selectin induction on HUVECs; hit rate 0.37% among 260,000; AID 686992; HUVEC E-selectin immunofluorescence imaging; normalized: neutral wells 0, TNF-alpha wells 100; activation, % at 7.58 µM;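 active = mean E-selectin-positive cell signal at least 10% of the positive control, reached in at least 60% of replicates, without over 20% cell loss; inconclusive = no rule given, readout overlaps actives, possibly toxicity-flagged; inactive = the rest, including those meeting only one limit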;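 also: in these data hits start at about 27%; measured in HUVEC primary endothelial cells; signal is the percent of cells scored E-selectin positive by PE staining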
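Assay system: HUVEC primary endothelial cells. Input: 3,000 HUVEC seeded per well. Doses: one compound dose added by pin transfer. Read-out basis: % PE-positive cells. Benchmarks: TNF-alpha high, DMSO low. Detection: immunofluorescence imaging. Buffer or medium: EGM-2, gelatin.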
Xi reactivation = activators of X-chromosome reactivation in mouse fibroblasts | XiGFP mouse fibroblasts, % GFP-positive cells imaging, 3 d; cells co-treated with 5-aza-dC sensitizer; scaled so ellipticine positive control = 100% | activation, % at 7.58 µM | hit rate 0.055% among 360,000;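 active = mean normalized replicate activation at least 10% and every replicate at or above 10%; inconclusive = only one of the two criteria met; inactive = mean below 10% and not all replicates reach 10%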;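 also: 0% = median of on-plate neutral control wells and 100% = ellipticine 6 µM median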
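System: SV40-immortalized XiGFP fibroblast cells, line 68-5-11 / Incubation: 3-day compound exposure, then 15 min fixation at room temperature / Compound: single concentration per compound, delivered by pin transfer / Buffer or medium: DMEM plus 5-aza-dC sensitizer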
F508del corr = correctors of CFTR F508del function in bronchial epithelial cells; hit rate 0.36% among 350,000; activity (quench increase), % at 7.58 µM; CFBE cells, YFP halide quenching; stimulated with forskolin plus potentiator P3; % fluorescence drop versus neutral controls; AID 720511;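 active = mean added fluorescence quench of at least 8% versus neutral control, with both replicates also reaching 8%; inconclusive = only one of the mean or replicate conditions met; inactive = mean below 8% and not both replicates reaching 8%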;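 also: cells transiently co-express mutant CFTR-F508del with the halide-sensitive YFP; corrector assay measuring rescue of mutant channel to the surface after 24 h compound exposure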
CASP6 VEID inh = inhibitors of human caspase-6; hit rate 0.53% among 350,000; inhibition, % at 12.5 µM; purified caspase-6, Z-VEID-R110 cleavage fluorescence;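 active = mean inhibition across replicates at least about 35%, with every replicate also reaching that limit, limit read from the data; inconclusive = only one of the two criteria met; inactive = neither criterion met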;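 also: 0% = median of neutral control wells and 100% = no fluorescence left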
Target sequence (P55212 24-179 limits assumed): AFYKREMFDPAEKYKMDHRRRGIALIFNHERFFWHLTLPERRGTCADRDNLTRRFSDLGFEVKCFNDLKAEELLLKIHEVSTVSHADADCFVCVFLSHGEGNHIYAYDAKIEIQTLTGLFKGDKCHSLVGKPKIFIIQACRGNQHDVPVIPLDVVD
Target sequence (P55212 194-293 limits assumed): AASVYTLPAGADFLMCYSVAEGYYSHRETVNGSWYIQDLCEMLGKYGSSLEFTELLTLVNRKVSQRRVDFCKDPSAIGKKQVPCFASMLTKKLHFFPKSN
RAD54 inh = RAD54 (human) branch migration inhibition. hit rate 0.14% among 360,000. Q92698. AID 602329. inhibition, % at 10.4 µM. RAD54 Holliday junction branch migration, FAM/BHQ fluorescence;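 active = mean normalized replicate activity at least 40 and at least half of replicates scoring 40 or more; inconclusive = only one of the two criteria met; inactive = mean below 40 and under half of replicates reaching 40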;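 also: 0% = median of neutral control wells and 100% = median of positive control wells; inhibitors cause a drop in the FAM fluorescence signal; in these data hits start at about 50%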
Target sequence (Q92698 whole entry, looked up): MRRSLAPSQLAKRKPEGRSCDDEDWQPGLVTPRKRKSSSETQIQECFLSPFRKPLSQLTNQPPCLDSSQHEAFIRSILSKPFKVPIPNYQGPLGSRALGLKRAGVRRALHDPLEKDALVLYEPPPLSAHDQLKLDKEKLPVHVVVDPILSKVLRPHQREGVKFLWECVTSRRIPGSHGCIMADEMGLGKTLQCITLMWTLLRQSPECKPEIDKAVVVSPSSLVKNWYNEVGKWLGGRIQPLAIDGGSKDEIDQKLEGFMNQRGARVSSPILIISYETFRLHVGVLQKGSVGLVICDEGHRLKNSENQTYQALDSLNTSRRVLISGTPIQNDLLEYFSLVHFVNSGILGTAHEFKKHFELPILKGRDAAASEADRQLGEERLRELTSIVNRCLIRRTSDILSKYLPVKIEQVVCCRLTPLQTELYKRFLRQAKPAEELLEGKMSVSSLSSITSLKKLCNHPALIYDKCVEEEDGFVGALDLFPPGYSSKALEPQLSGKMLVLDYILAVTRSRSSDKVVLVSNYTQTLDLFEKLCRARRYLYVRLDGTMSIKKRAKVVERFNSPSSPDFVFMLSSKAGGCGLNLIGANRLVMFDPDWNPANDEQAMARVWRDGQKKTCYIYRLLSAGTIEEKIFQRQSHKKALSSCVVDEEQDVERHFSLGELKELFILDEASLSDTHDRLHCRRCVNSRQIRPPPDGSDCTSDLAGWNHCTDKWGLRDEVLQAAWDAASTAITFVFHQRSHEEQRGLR
INS-1E GSIS act = primary screen for activators of insulin secretion dependent on glucose, INS-1E cells, GLuc reporter luminescence; INS-1E GLuc reporter insulin secretion, 2-3 h; activation, % at 16.6 µM; hit rate 0.61% among 370,000; AID 743287;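 active = lowest replicate activation of at least 40%, so every replicate reaches that level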;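 also: 0% = median of neutral control wells and 100% = median of IBMX positive control wells; some compounds called inactive have numbers as strong as hits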
DENV2 CPE = DENV2-induced cell death inhibition | DENV2-infected cells, cytopathic effect rescue, plate reader | CPE inhibition, % at 9.99 µM | hit rate 1.7% among 350,000; in the data active = CPE inhibition above about 20%, passing the limit was not always enough; inconclusive = no clear call, values can overlap the other calls; tested in BHK-21 cells;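 also: 0% = median of neutral control wells and 100% = median of positive control wells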
RAD52 anneal inh = inhibitors of human RAD52 DNA annealing | recombinant RAD52 DNA annealing, FRET fluorescence | P43351 | AID 651710 | hit rate 0.46% among 360,000 | inhibition, % at 18.7 µM;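 active = every replicate showing at least 50% inhibition; inconclusive = mean inhibition at least 50% but not in every replicate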
* = called active by the depositor; ? = inconclusive; . = not tested or not shown.

Value order – E-selectin induc | CASP6 VEID inh | INS-1E GSIS act | DENV2 CPE | F508del corr | RAD52 anneal inh | RAD54 inh | Xi reactivation
1) NC(Cc1cnc[nH]1)c1csc(Nc2ccc(C(F)(F)F)cn2)n1 (configuration not stated)
    0.5 | 1 | -12 | -6 | 0.4 | 22 | -1 | -0.1
2) CO[C@@H](CN(C)Cc1cc(F)ccc1F)[C@@H](C)CN([C@@H](C)CO)S(=O)(=O)c1ccc(F)cc1
    -0.2 | 5 | 4 | 0 | 0.0 | 7 | 2 | 0.1
3) Fc1ccccc1-c1nc(NCc2ccco2)c2ccccc2n1
    3.0 | 4 | -1 | 5 | 3.4 | -12 | . | 0.0
4) COc1cccc(-c2nn(-c3ccc(C)cc3)cc2C(=O)NCC(c2cccs2)N2CCOCC2)c1 (configuration not stated)
    1.2 | 2 | -10 | 2 | 0.6 | -14 | -5 | -0.1
5) O=C(Nc1ccc(Cl)cc1F)C1CC1c1ccccc1 (configuration not stated)
    . | 1 | 5 | -1 | 1.6 | -54 | 6 | 0.3
6) CCCn1c(C)cc(C(=O)CSc2nc3ccccc3c(=O)n2Cc2ccco2)c1C
    -2.7 | 2 | 9 | -5 | -1.7 | -7 | -2 | -0.1
7) O=C(NCc1ccc2c(c1)OCO2)c1cccnc1Cl
    . | 5 | 14 | 2 | 2.6 | -2 | . | 0.0
8) COc1ccc(C)cc1NC(=O)CCN1CC(C)OC(C)C1 (configuration not stated)
    . | 0 | -2 | -5 | -3.5 | 6 | . | 0.0
9) CN1CCN(Cc2cccc(Oc3ccccc3)c2)CC1
    . | -2 | 5 | -5 | 0.8 | -5 | 8 | .
10) COc1ccc(N(CC(=O)NCc2ccc3c(c2)OCO3)C(=O)CCC(=O)Nc2ccccn2)cc1
    . | 1 | 5 | 4 | 2.4 | -4 | . | 0.7
11) CC1Cc2ccccc2N1S(=O)(=O)c1cccc(C(=O)OCC(=O)NCc2ccco2)c1 (configuration not stated)
    -0.5 | 2 | -29 | -7 | 3.3 | -21 | -13 | .
12) COC(=O)c1ccc(NC(=O)COC(=O)c2nc3nccc(C)n3n2)cc1
    . | 5 | 1 | . | -1.4 | -19 | . | 0.1
13) CC(C)C[C@H](NC(=O)[C@H]1N2C(=O)c3ccccc3C2SC1(C)C)C(=O)N[C@@H](Cc1ccccc1)C(=O)O (some centres not stated)
    . | -5 | -9 | -23 | -5.4 | -12 | 1 | .
14) CC(OC(=O)Cn1[nH]c(=O)c2ccccc2c1=O)C(=O)c1ccccc1 (configuration not stated)
    -0.6 | 2 | 9 | -1 | -0.7 | -35 | -10 | 0.1
15) Cn1cc(C(CO)Cc2ccccc2)c2ccccc21 (configuration not stated)
    0.1 | 1 | 3 | 25* | 0.2 | -14 | 9 | -0.3
16) CC(Cc1ccccn1)NC(=O)CCc1nnc(C2CCCCC2)o1 (configuration not stated)
    . | 1 | -10 | . | 2.1 | -15 | 6 | 0.1
17) O=c1cc(-c2ccccc2)cc(-c2ccccc2)n1CCCO
    0.0 | 3 | 4 | 13 | 1.9 | 8 | -6 | -0.1
18) COc1ccc(C(CNC(=O)C(C)(C)Oc2ccc(Cl)cc2)N2CCCC2)cc1 (configuration not stated)
    0.4 | -1 | . | 6 | -3.0 | -141 | -24 | 0.0
19) Cc1c(O)nc(SCC(=O)Nc2cccc(C(F)(F)F)c2)n(-c2ccccc2)c1=O
    0.0 | 1 | -32 | -6 | 3.3 | 6 | -9 | 0.3
20) Cc1c(C)c2ccc(OCC(=O)Nc3ccccn3)c(C)c2oc1=O
    . | 0 | -5 | 3 | -2.6 | -9 | -3 | 0.0
21) CCOc1ccc(N=C2NN=C(c3cc(C)n(CC4CCCO4)c3C)CS2)cc1 (configuration not stated)
    3.1 | -2 | . | 15 | -0.4 | -15 | . | -0.1
22) O=C(Nc1nnc(S(=O)(=O)N2CCOCC2)s1)c1ccccc1F
    . | -2 | -16 | 3 | -2.2 | -4 | -6 | 0.0
23) C[C@@H]1CCCCO[C@@H](CN(C)C(=O)Cc2ccccc2)[C@H](C)CN([C@H](C)CO)C(=O)c2cc(NC(=O)Cc3ccccc3)ccc2O1
    -0.2 | 2 | -33 | 13 | 0.8 | -2 | -6 | 0.4
24) C[C@H](CO)N1C[C@H](C)[C@@H](CN(C)C)Oc2c(NS(=O)(=O)c3ccc(Cl)cc3)cccc2C1=O
    -0.2 | -1 | 8 | -2 | -1.6 | 12 | -9 | 0.0
25) O=C(CCNC(=O)C1CCN(S(=O)(=O)c2ccc(F)cc2)CC1)NCc1cccnc1
    . | 1 | 22 | -2 | 0.8 | -17 | -3 | 0.1
26) CCc1ccc(OCCOC(=O)Nc2ccccc2)cc1
    2.2 | -3 | 6 | ? | -1.3 | -14 | -3 | 0.1
27) CCOCCn1c(CN2CCCCC2C)nc2c1c(=O)n(C)c(=O)n2C (configuration not stated)
    . | -1 | 13 | -12 | 0.0 | -4 | -3 | -0.3
28) COCC(=O)N1CC[C@@H]2[C@@H](CO)Nc3ccc(-c4cccc(C(=O)N(C)C)c4)cc3[C@@H]21
    0.5 | . | 10 | . | -1.2 | . | 7 | -0.1
29) O=C(O)C[C@@H]1C[C@H]2c3cc(NC(=O)Nc4ccc(F)cc4)ccc3O[C@H]2[C@H](CO)O1
    -0.2 | -1 | 4 | 3 | -3.4 | -5 | 3 | -0.1
30) CC1CCCCC1NC(=O)COC(=O)/C=C/c1ccc2c(c1)OCO2 (configuration not stated)
    0.3 | . | 12 | . | . | . | 7 | 0.1

A second format for part of the listing above:
nr	smiles	E-selectin induc	CASP6 VEID inh	INS-1E GSIS act	DENV2 CPE	F508del corr	RAD52 anneal inh	RAD54 inh	Xi reactivation
20	Cc1c(C)c2ccc(OCC(=O)Nc3ccccn3)c(C)c2oc1=O	.	0	-5	3	-2.6	-9	-3	0.0
21	CCOc1ccc(N=C2NN=C(c3cc(C)n(CC4CCCO4)c3C)CS2)cc1 (configuration not stated)	3.1	-2	.	15	-0.4	-15	.	-0.1

Next compounds:
Value order – E-selectin induc | CASP6 VEID inh | INS-1E GSIS act | DENV2 CPE | F508del corr | RAD52 anneal inh | RAD54 inh | Xi reactivation
31) O=C(C[C@@H]1CC[C@@H]2NC[C@@H](O)COC[C@H]2O1)NCCN1CCCC1
    0.0 | -1 | 8 | 6 | -2.5 | 23 | -6 | 0.0
32) COc1ccc2c3c([nH]c2c1)[C@H](CO)NCC31CN(Cc2cc(F)ccc2F)C1
    0.1 | -1 | 2 | 9 | 1.7 | 12 | . | 0.0
33) C[C@H](CO)N1C[C@H](C)[C@@H](CN(C)Cc2ccc(C(=O)Nc3ccccc3N)cc2)Oc2ccc(NS(=O)(=O)c3ccc(F)cc3)cc2CC1=O
    1.5 | 3 | -20 | -7 | 0.7 | 22 | 1 | 0.0
34) COC(=O)c1ccc2c(c1)NC(=O)CS2
    3.6 | 0 | 9 | 2 | -0.9 | -17 | -7 | -0.1
35) CCCCc1nc2ccccc2c(=O)n1NC(=O)c1c(O)c2ccccc2n(C)c1=O
    . | -1 | 1 | 7 | . | -10 | . | 0.2
36) COc1cccc(CNC(=O)COc2cc3c(c4oc(=O)cc(C)c24)CCC(C)(C)O3)c1
    . | 2 | 2 | -6 | 0.7 | -5 | 4 | .
37) O=C1CN(c2ccccc2)C(=S)N1C(=O)c1ccccc1
    0.0 | 4 | 6 | 4 | 1.9 | -10 | 0 | 0.1
38) C[C@@H]1CN([C@H](C)CO)C(=O)c2cc(NC(=O)Nc3cccc4ccccc34)ccc2O[C@@H](C)CCCCO[C@H]1CN(C)S(=O)(=O)c1ccc(Cl)cc1
    0.5 | 0 | 14 | -9 | -2.3 | 21 | 4 | 0.3
39) O=C(NCC(c1cccnc1)N1CCN(c2ccccc2F)CC1)c1ccccc1 (configuration not stated)
    1.9 | -1 | . | 2 | -1.6 | 2 | -3 | 0.0
40) C[C@@H]1CN([C@H](C)CO)C(=O)c2cc(NC(=O)Nc3ccc(F)cc3)ccc2O[C@@H](C)CCCCO[C@@H]1CN(C)C(=O)NC1CCCCC1
    0.2 | 0 | -15 | 9 | -2.5 | -1 | 4 | -0.1
41) O=C(CCS(=O)(=O)c1ccc(Br)cc1)N1CCCCCC1
    . | 61* | 26 | -10 | 2.2 | -4 | 0 | 0.0
42) C[C@@H]1CN([C@H](C)CO)C(=O)c2cccc(NC(=O)c3ccncc3)c2O[C@@H]1CN(C)Cc1ccc(-c2ccccc2)cc1
    16 | 0 | -14 | ? | 0.3 | -1 | -6 | -0.1
43) CN1CCC2(CC1)N=C(c1ccc(F)cc1)C(=S)N2C(=O)c1ccc(C(C)(C)C)cc1
    2.3 | 3 | 1 | -1 | . | -2 | -1 | -0.3
44) C[C@H](O)CNC(=O)c1[nH]cnc1C(=O)N[C@@H](C)c1ccccc1
    0.1 | -1 | 16 | 0 | -3.8 | 6 | 7 | 0.0
45) COc1cccc(C(=O)Nc2nnc(S(=O)(=O)N3CCCC3)s2)c1
    0.2 | 0 | 5 | 3 | -1.0 | 0 | -1 | 0.0
46) Cc1ccc(-c2nnc(NCCCO)c3ccccc23)cc1
    0.3 | -5 | 7 | -4 | 0.6 | -12 | 0 | 0.3
47) C[C@@H]1CN([C@H](C)CO)S(=O)(=O)c2ccc(-c3ccc(C#N)cc3)cc2O[C@@H]1CN(C)C(=O)Nc1cc(F)ccc1F
    -0.1 | -2 | 8 | 2 | 1.4 | -4 | 0 | 0.1
48) Cc1ccccc1NC(=O)CC1SC(=Nc2ccc(O)cc2)NC1=O (configuration not stated)
    -0.2 | 5 | -7 | 3 | -1.1 | -6 | -12 | 0.1
49) C[C@H](CO)N1C[C@H](C)[C@H](CN(C)C(=O)Cc2ccccc2)OCCCC[C@H](C)Oc2ccc(NC(=O)Nc3cccc4ccccc34)cc2C1=O
    0.8 | 0 | 14 | -3 | 0.0 | -21 | 3 | 0.2
50) CCOC(=O)c1cnc2c(C(F)(F)F)cccc2c1N1CCN(C)CC1
    . | -9 | 13 | 7 | 0.0 | 0 | . | 0.1
51) CCN(CC)S(=O)(=O)c1ccc(Cl)c(NC(=S)NC(=O)C2CCCC2)c1
    -0.8 | 0 | -48 | 1 | 4.2 | -4 | -8 | 0.0
52) Cc1c(C(=O)NCc2ccccc2)sc(=O)n1Cc1ccccc1F
    . | 1 | -19 | -5 | -0.9 | -32 | 2 | 0.1
53) CO[C@@H]1CN(C)C(=O)c2ccc(NC(=O)c3ccc(F)cc3)cc2OC[C@H](C)NC[C@H]1C
    0.1 | 4 | -6 | 12 | -1.1 | 4 | 2 | 0.4
54) N#C/C(=C/C1=C(N2CCOCC2)C(=C/c2cccc([N+](=O)[O-])c2)/CC1)C(=O)Nc1ccccc1F
    4.5 | 0 | -3 | ? | -1.5 | -19 | . | 0.3
55) CN1CC[C@]2(CCN3CCc4c(oc5ccccc45)[C@@H]3C2)N(C)C1=O
    -0.2 | 0 | . | -5 | -11 | -16 | -3 | 0.2
56) CCc1ccc(/C=C2\SC(=S)N(CCCC(=O)NC3=NCCS3)C2=O)cc1
    0.0 | -2 | . | 0 | 1.7 | -11 | 5 | 0.2

Screening results from PubChem BioAssay.
